# M5 ag = human M5 muscarinic receptor agonists, primary screen, CHO-K1 cells, Fluo-8 calcium fluorescence | hit rate 0.19% among 360,000 | AID 624037, 2012 | CHO-K1 hM5 cells; 0% DMSO wells, 100% maximal acetylcholine response | Muscarinic acetylcholine receptor M5 (Homo sapiens), P08912 | activation, % at 3 µM;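 active means activation above the run's mean over test compounds plus 3 SD, cut at about 23% in these data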;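 further: signal is peak over basal fluorescence ratio across the kinetic read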
# CHO-K1 Ca PAM = nonselective calcium activators in parental CHO-K1 cells, primary screen, counter-screen for M1 PAM project, cell-based, Fluo-8 calcium fluorescence, full deck, 1536-well; ATP EC20; 0% at ATP EC20, 100% at ATP max; activation, % at 3 µM; hit rate 0.02% among 360,000; AID 602247, 2012;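 active means activation above the run cutoff, the mean activation of all test compounds plus 3 SD, cut at about 40% in these data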;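 further: peak over basal fluorescence ratio in a 140 s read after ATP addition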
# CHRM5 PAM = human M5 muscarinic receptor positive allosteric modulators, primary screen, CHO-K1 cells, Fluo-8 calcium fluorescence; hit rate 0.3% among 360,000; Muscarinic acetylcholine receptor M5 (Homo sapiens), P08912; AID 624038, 2012; activation, % at 3 µM; CHO-K1 hM5, ACh EC20 PAM; 0% = ACh EC20, 100% = ACh EC100;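 active means activation above the run cutoff, the mean activation of all test compounds plus 3 SD, cut at about 18% in these data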
#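 System: CHO-K1 hM5 cells. Reagent: acetylcholine, EC20 level. Compound dosing: single dose, 3 µM nominal final test concentration. Timing: Post-acetylcholine fluorescence recording 140 s. Detection: Fluo-8 calcium fluorescence. Read-out: % activation, ACh-normalized. Benchmarks: ACh EC20 and EC100 wells. Repeats: singlicate, one well per test compound.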
# TAAR1 ag = human TAAR1 agonists, primary screen, Fluo-8 calcium fluorescence, CHO RD-HGA16 cells; Trace amine-associated receptor 1 (Homo sapiens), Q96RJ0; vehicle wells 0%, saturating PEA agonist 100%; activation, % at 3 µM; hit rate 0.99% among 360,000; AID 624467, 2012;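 active means activation above the mean activation of all test compounds in the run plus 3 SD, cut at about 38% in these data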
# Target sequence (Q96RJ0 whole entry, looked up): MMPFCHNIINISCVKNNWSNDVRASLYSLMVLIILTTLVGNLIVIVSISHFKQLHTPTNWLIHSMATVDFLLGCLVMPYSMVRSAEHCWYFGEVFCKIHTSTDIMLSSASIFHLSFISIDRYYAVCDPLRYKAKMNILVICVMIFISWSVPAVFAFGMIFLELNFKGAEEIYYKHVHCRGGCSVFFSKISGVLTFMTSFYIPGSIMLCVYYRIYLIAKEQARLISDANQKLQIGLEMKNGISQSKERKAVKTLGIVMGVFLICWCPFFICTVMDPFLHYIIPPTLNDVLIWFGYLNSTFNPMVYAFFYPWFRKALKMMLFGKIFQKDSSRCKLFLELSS
#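 Benchmarks: low control DMSO, high control PEA (EC100); System: CHO RD-HGA16 cells carrying human TAAR1 plus Gα16; Detection: Fluo-8 fluorescence, 5 s baseline then 140 s kinetic read; Schedule: 17-24 h plating, Fluo-8 75 min 37 °C, 30 min RT; Read-out basis: % activation from peak over basal fluorescence ratio, DMSO-to-PEA scaled.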
# CHRM5 antagonist = human M5 muscarinic receptor antagonists, primary screen, CHO cells, Fluo-8 calcium fluorescence; Muscarinic acetylcholine receptor M5 (Homo sapiens), P08912; CHO-hM5 cells, ACh EC80; inhibition, % at 3 µM; hit rate 0.59% among 360,000;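 active means inhibition above a per-plate cutoff, the mean of that plate's test compounds plus 3 SD, cut at about 27% in these data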;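 further: 0% = acetylcholine EC80 with DMSO and 100% = DMSO without agonist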
# M4 PAM = human M4 muscarinic receptor positive allosteric modulators, primary screen, CHO-K1 cells, Fluo-8 calcium fluorescence. CHO-K1 hM4/Gqi5, ACh EC20; 0% = ACh EC20, 100% = maximal ACh. activation, % at 3 µM. hit rate 0.4% among 360,000;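 active means activation above its plate's cutoff, the mean activation of sample wells plus 3 SD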; further: some results filed as inactive read as strong as hits
# Target sequence (P08173 whole entry, looked up): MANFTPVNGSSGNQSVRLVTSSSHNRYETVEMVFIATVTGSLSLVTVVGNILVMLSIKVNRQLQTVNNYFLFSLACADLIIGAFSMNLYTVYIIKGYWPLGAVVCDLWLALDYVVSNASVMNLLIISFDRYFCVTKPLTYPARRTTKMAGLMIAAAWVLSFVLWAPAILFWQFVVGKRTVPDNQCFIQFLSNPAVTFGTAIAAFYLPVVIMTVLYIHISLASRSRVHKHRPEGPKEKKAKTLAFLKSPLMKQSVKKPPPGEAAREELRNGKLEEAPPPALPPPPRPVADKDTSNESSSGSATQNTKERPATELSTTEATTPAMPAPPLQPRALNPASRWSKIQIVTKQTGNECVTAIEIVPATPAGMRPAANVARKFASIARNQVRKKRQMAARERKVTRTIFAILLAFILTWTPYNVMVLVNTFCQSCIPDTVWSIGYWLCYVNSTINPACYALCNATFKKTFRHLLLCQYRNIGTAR
# TAAR1 antag = human TAAR1 antagonists, primary screen, Fluo-8 calcium fluorescence, CHO RD-HGA16 cells | Trace amine-associated receptor 1 (Homo sapiens), Q96RJ0 | AID 624466, 2012 | inhibition, % at 3 µM | hit rate 1.5% among 360,000 | antagonist;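 active means inhibition above a per-plate cutoff, the mean inhibition of test compounds on that plate plus 3 SD, cut at about 49% in these data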;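 further: 0% = DMSO plus EC80 beta-PEA response and 100% = DMSO alone without agonist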
#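 Material: CHO RD-HGA16 cells bearing hTAAR1; compound dosing: one-point dosing, 3 µM nominal final; schedule: dye loading 75 min at 37 °C, then 30 min room temperature; measured by: calcium fluorescence with Fluo-8; control set: vehicle and agonist controls; replication: n of 1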
# CRFR2-BP ag = agonists of CRF-BP/CRF-R2 complex, primary screen, cell-based, HEK293, calcium dye fluorescence, uHTS; hit rate 0.46% among 350,000; activation, % at 13.2 µM; calcium dye fluorescence (FLIPR); percent of saturating CRF peptide response; CRF-binding protein / CRF receptor 2 complex (human);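 active means activation of at least 50%, plus an integration ratio under a set limit after plate pattern correction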;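 further: plate controls were neutral control wells without compound for no effect and CRF at EC100 for full effect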
# CRFR2-BP antag = antagonists of CRF-BP/CRF-R2 complex, primary screen, cell-based, HEK293, calcium dye fluorescence, uHTS | CRF-induced calcium fluorescence | AID 588475, 2011 | hit rate 0.59% among 350,000 | inhibition, % at 11.8 µM;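 active means inhibition of the ligand-induced calcium signal above about 50% at the single tested concentration, limit read from the data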
# The depositor's hits bear a star; . = no result given. Outcome played no part in choosing rows; about 4.2% have a hit in one of these screens.
# A first look:
SMILES,M5 ag,CHO-K1 Ca PAM,CHRM5 PAM,TAAR1 ag,CHRM5 antagonist,M4 PAM,TAAR1 antag,CRFR2-BP ag,CRFR2-BP antag
Cc1ccc(-n2ccnc(SCC(=O)NC3CCCC3)c2=O)cc1F,3,-17,-6,2,9,6,-7,-1.7,8
O=c1ccn(CCc2c[nH]c3ccccc23)c2c1CCCC2,5,22,11,4,2,15,-18,-0.4,4
C[C@@H]1CCCCO[C@H](CN(C)C(=O)Cc2ccccc2)[C@@H](C)CN([C@H](C)CO)C(=O)c2cc(N(C)C)ccc2O1,1,-5,1,0,5,2,-4,0.0,-2
CC1(C)C[C@H](O)[C@]2(CO)[C@H](O)C[C@]3(C)C(=CCC4[C@@]5(C)CC[C@H](O)C(C)(C)C5CC[C@]43C)[C@@H]2C1 (stereo partly drawn),4,9,-2,51*,13,7,36,23,-25

# Main list, repeating the preview:
SMILES,M5 ag,CHO-K1 Ca PAM,CHRM5 PAM,TAAR1 ag,CHRM5 antagonist,M4 PAM,TAAR1 antag,CRFR2-BP ag,CRFR2-BP antag
Cc1ccc(-n2ccnc(SCC(=O)NC3CCCC3)c2=O)cc1F,3,-17,-6,2,9,6,-7,-1.7,8
O=c1ccn(CCc2c[nH]c3ccccc23)c2c1CCCC2,5,22,11,4,2,15,-18,-0.4,4
C[C@@H]1CCCCO[C@H](CN(C)C(=O)Cc2ccccc2)[C@@H](C)CN([C@H](C)CO)C(=O)c2cc(N(C)C)ccc2O1,1,-5,1,0,5,2,-4,0.0,-2
CC1(C)C[C@H](O)[C@]2(CO)[C@H](O)C[C@]3(C)C(=CCC4[C@@]5(C)CC[C@H](O)C(C)(C)C5CC[C@]43C)[C@@H]2C1 (stereo partly drawn),4,9,-2,51*,13,7,36,23,-25
CCCc1nc2ccccc2c(C(=O)OCC(=O)N2CCc3ccccc32)c1CC,-4,12,-16,0,10,-19,52*,5.9,2
Cc1cc(C(=O)Nc2ccccc2N2CCOCC2)c(C)o1,2,17,7,-2,-4,2,-6,0.1,8
Cc1ccc(-c2cn3cc([N+](=O)[O-])ccc3n2)cc1,-4,20,2,-4,-6,14,4,-5.6,13
O=S(=O)(CC12C3C4C5C1C2C(Br)(C43)C51OCCO1)c1ccccc1 (stereo not drawn),-1,-7,2,1,-3,4,-8,-0.7,-11
CC(=O)Nc1ccc(S(=O)(=O)Nc2nccc(C)n2)cc1,1,-2,3,2,-3,-1,-19,-1.0,0
O=C(NC1=NCCS1)C1CC(=O)N(c2ccccc2)C1 (stereo not drawn),2,6,-2,8,5,-5,-3,-2.6,-4
COc1ccc(Cn2c(CCC(=O)O)nc3cccnc32)cc1,4,6,-9,1,4,-7,5,0.4,29
CC(C)C[C@@H](COc1ccccc1)N1CCN(CCc2ccccc2)CCC1=O,-8,5,1,10,4,2,8,-1.4,-5
CN(CC(=O)Nc1cccc(S(=O)(=O)N2CCCC2)c1)Cc1ccccc1,-7,-9,-10,6,-2,-1,-16,0.2,1
CSCCC(NC(=O)c1ccco1)C(=O)NCc1ccc(F)cc1 (stereo not drawn),1,-3,1,11,3,3,10,-1.0,9
Cc1cc(C)nc(SCc2ccc(C(=O)NNC(=O)Nc3cccc(Cl)c3)cc2)n1,-2,-10,-8,-1,3,-5,-14,0.1,70*
O=C(Cc1ccc(Br)cc1)OCC(=O)N1CCCCCC1,-5,7,-1,2,17,2,-7,-4.0,20
Cc1ccc(S(=O)(=O)N(C)c2ccc(OC(C)C(=O)N3CCCC3)cc2)cc1C (stereo not drawn),0,3,-4,0,4,2,-2,-0.7,4
COc1ccc(C2CC(c3cccs3)=NN2C(=O)CSC2=NN3CCCC(=O)N=C3S2)cc1 (stereo not drawn),0,18,-4,3,0,-4,7,1.1,-2
O=C(c1ccccc1CCc1ccccc1)N1CCOCC1,-3,-2,1,8,-1,1,-12,-1.1,16
CCOC(=O)c1c(C)[nH]c(C(=O)COC(=O)C2(C)CC2(Cl)Cl)c1C (stereo not drawn),0,9,-17,15,13,-21,71*,-0.8,-35
CCCCn1c(SCC(=O)N2CCOCC2)nc2c1c(=O)n(C)c(=O)n2C,0,5,0,-4,7,4,-1,-0.6,-3
COc1cc(NC(=O)CCl)ccc(=O)c1,-1,5,-2,1,7,5,-6,0.6,1
COc1ccc(OC)c(CNC(=O)CCc2cn(C)c3ccccc23)c1,-4,-3,0,-1,6,2,-12,-2.7,1
CCCNS(=O)(=O)c1ccc(CCC(=O)N2CCN(CC)CC2)cc1,1,21,-1,0,-5,9,11,0.1,9
Clc1ccc(-c2cc(C3CCNCC3)[nH]n2)c(Cl)c1,-1,4,-15,6,26,-7,12,4.1,-80
Cc1ccc(OCCN2C(=O)C(=O)c3cc(C)ccc32)cc1,23,11,5,-3,-3,-8,-18,0.3,-19
O=C(NCc1ccc(F)cc1F)c1cc(COc2c(F)cccc2F)on1,-8,18,1,-2,9,-9,-24,-7.3,32
O=C(O)CCC(=O)NNC(=O)c1ccc([N+](=O)[O-])cc1,-1,11,8,1,4,5,-21,4.6,39
CC(NCc1cccs1)c1ccccc1 (stereo not drawn),0,8,1,10,-11,-1,-1,-2.5,15
O=C(OCC(=O)N1CCCC1)c1ccc(O)cc1,-2,20,3,4,0,12,-21,0.8,44
COc1ccc2nc(SC(C)C(=O)NCC(=O)Nc3ccc(F)c(F)c3F)[nH]c2c1 (stereo not drawn),1,-7,0,-1,5,-4,-24,0.3,-8
Cn1c(COc2ccccc2Br)nc2ccccc21,-1,12,-1,4,6,0,0,-0.5,-37
CCCn1c(SCC(=O)N2CCN(C(C)=O)CC2)nc2sc3c(c2c1=O)CCC3,-5,-11,2,0,-4,1,-21,-0.7,15
Cc1nnc(SCC(=O)NC2CCCc3ccccc32)n1-c1ccccc1 (stereo not drawn),-2,10,-1,1,-1,2,-10,1.5,2
O=C(O)c1ccc(CNC(=O)C2CCCN2C(=O)OCc2ccccc2)cc1 (stereo not drawn),-1,2,5,1,0,1,2,-2.0,4
CC(C)c1ccc(OCC(=O)NNC(=S)NC(=O)C2CC2)cc1,-3,21,-1,32,6,14,-17,11,-103
CCOC(=O)c1cnc(Nc2nc3ccccc3o2)nc1C,3,13,3,2,-6,2,1,0.1,-6
COc1ccc2nc(NC(=O)c3cccc(S(=O)(=O)N4CCOCC4)c3)sc2c1,1,11,-5,23,5,-5,1,0.5,-9
CC(C)Nc1nc(N(c2ccccc2)c2ccccc2)nc(-n2ccnc2)n1,0,6,-4,10,-4,-3,28,0.2,-21
Cc1ccc(S(=O)(=O)N2CCCOC2CNC(=O)C(=O)NCc2cccs2)cc1 (stereo not drawn),0,15,-3,-1,3,-1,0,-0.6,-4
O=C(Nc1cc(C(F)(F)F)ccc1N1CCOCC1)c1ccncc1,0,-1,-3,-3,6,7,6,0.5,-2
Cc1ccsc1C(=O)N1CCN(c2ncc(C(F)(F)F)cc2Cl)CC1,3,10,-5,1,-5,-2,-17,0.7,-14
O=Cc1c(N2CCN(c3ccccc3)CC2)nc2ccccn2c1=O,3,18,10,3,-8,-4,1,-0.3,-4
Cc1cc(C(=O)O)c(CSCc2cc(C(=O)O)oc2C)o1,3,1,7,5,-3,9,-3,0.4,1
CCC(C)NC(=O)C(=O)NC1CCCC1 (stereo not drawn),-1,12,-1,2,-5,16,6,-1.4,-19
O=C(/C=C/c1ccc(F)cc1)N1CCCN(C(=O)/C=C/c2ccc(F)cc2)CC1,-5,9,-2,-1,1,-8,12,-1.4,13
Cc1cc(S(=O)(=O)NCCc2ccncc2)cc(C)c1F,-6,19,3,0,1,0,-3,0.5,6
C[C@H]1CN([C@@H](C)CO)C(=O)CCCn2cc(nn2)CO[C@@H]1CN(C)C(=O)Nc1ccccc1F,-1,17,-1,4,9,12,-12,-0.6,-10
O=C(CN(C(=O)c1ccccc1)C(=O)c1ccccc1)OCc1ccccc1,-5,17,-20,4,10,-5,41,1.6,5
COc1cc2cc(CCCOC(=O)c3ccc(Br)cc3)oc(=O)c2cc1OC,-9,-21,-5,6,16,-5,-4,-0.4,-6
COc1ccc(CN2CCC[C@]3(N[C@H](c4ccc(C)cc4)[C@@H]4C(=O)N(C)C(=O)[C@@H]43)C2=O)cc1,1,-7,4,3,-1,0,-13,-0.3,6
COc1ccccc1N1CCN(S(=O)(=O)CCNC(=O)Cc2ccc(F)cc2)CC1,1,12,-6,4,-3,-3,9,-3.0,-1
COCCN1CCN(C(=O)c2cc(COc3ccc(Cl)cc3OC)on2)CC1,-1,0,12,1,2,14,-9,0.6,2
O=C(CN1C(=O)C2CC=CCC2C1=O)NCc1cccs1 (stereo not drawn),-4,5,2,4,-10,9,-10,-2.1,-2
CC1CCCN(C(=O)CCCC(=O)N2CCCC(C)C2)C1 (stereo not drawn),-4,-15,-4,5,10,-3,-19,1.8,-18
c1ccc2c(c1)Cn1c-2nc2ccccc21,-6,6,4,10,2,2,-13,-0.3,-8
NC(=O)c1nsc(C(=O)N(Cc2ccco2)C(C(=O)NCC2CCCO2)c2ccc(F)cc2)c1N (stereo not drawn),-1,-6,-4,11,2,-1,6,0.2,-5
CC1CCCCN1CC(=O)Nc1sc2c(c1C#N)CCC2 (stereo not drawn),-1,10,2,3,2,0,-1,-0.2,7
CC1CN(CCC(=O)Nc2ccccc2F)CC(C)O1 (stereo not drawn),0,9,-1,-1,-1,6,-14,-0.7,8
Cc1cc(NS(=O)(=O)c2ccc(NC(=O)c3cnc4sccn4c3=O)cc2)nc(C)n1,0,10,-5,1,5,2,-22,1.9,-73
CN(C)CCNS(=O)(=O)c1ccc(Cl)cc1,-1,20,4,13,-3,5,12,-0.2,3
COC(=O)[C@]12CCCCC=C1N(Cc1ccco1)C(=O)[C@H](CC(=O)NCc1cccc(C(F)(F)F)c1)C2,4,17,-5,1,6,3,4,.,.
CCc1noc(C)c1C(=O)N1CC(C)OC(C)C1 (stereo not drawn),-3,20,-1,-1,-2,18,-12,-1.2,13

# Screens deposited in PubChem by several laboratories.
